# TDP-43 yeast inh: inhibitors of TDP-43 toxicity in yeast; 1.8% of 410,000 active; Potency, µM (titrated, usually from 46.1 µM), for inactives: top-dose growth rescue (activation), most hits filed as activators; AID 652104; TDP-43 expressing yeast growth rescue, BacTiter-Glo, 24 h; also: potency is read from the fitted curve at half-maximal effect; % of control where 0% means no effect; nearly all actives have a fitted effect of over 50% in size
#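 Growth rescue of TDP-43-toxic yeast measured as ATP luminescence (BacTiter-Glo). Cells grown to mid-log in raffinose, induced in galactose at OD600=0.02, exposed to compound 24 hr at 30 deg C.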
# Mm-Cpn inhibitor: blocks the Methanococcus maripaludis chaperonin Mm-Cpn; Potency, µM (series often up to 76.9 µM), for inactives: at the top dose activity, negative = inhibition, usual class: inhibitors; 0.031% of 330,000 active; purified Mm-Cpn ATPase, ADP Transcreener TR-FRET; also: potency is read from the fitted curve at half-maximal effect; % is scaled to controls: 0 for no effect and ±100 for the full control effect; nearly all actives have a fitted effect of over 80% in size
#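 Reaction buffer contained 30 mM Tris pH 7.4, 100 mM KCl, 5 mM MgCl2 and 1 mM DTT. Mm-CPN (25 nM final) hydrolysed 10 uM ATP over 30 min at 37°C; ADP was read by HTRF.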
# Abeta yeast res: compounds reversing amyloid beta toxicity in yeast | yeast expressing A-beta42, growth rescue, OD600, 48 h; response scale: 0% DMSO, 100% iron-clioquinol control | Potency, µM (highest dose often 46.1 µM), inactives show at the highest dose growth rescue, most hits filed as activators | 0.063% of 410,000 active | AID 1347071; also: potency is read from the fitted curve at half-maximal effect; nearly all actives have a fitted effect of over 55% in size
#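 Yeast growth medium received pinned compounds, then yeast cells expressing toxic A-beta were added; plates incubated at 30 C for 48 hr. Growth read as absorbance at 600 nm, normalized to DMSO and equimolar FeCl3 plus clioquinol controls.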
# aSyn yeast inh: alpha-synuclein toxicity inhibition in yeast; Potency, µM (highest dose often 46.1 µM), for inactives: at the top dose growth rescue (activation), actives largely listed as activators; 0.14% of 370,000 active; Yeast expressing alpha-synuclein, growth rescue, BacTiter-Glo, 24 h; AID 652106; also: potency is read from the fitted curve at half-maximal effect; % of control where 0% means no effect; nearly all actives have a fitted effect of over 65% in size
#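 Galactose-induced alpha-syn yeast (OD600=0.02, raffinose-pregrown) + pinned cpd, 24 hr, 30 deg C; growth by BacTiter-Glo luminescence. Growth restoration scores as activation.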
# GLP1R cytotox: cytotoxicity in counter-screen for GLP-1R inverse agonists | AID 624418 | HEK293 cAMP-luciferase reporter cells, luminescence, 24 h | Potency, µM (series often up to 38.3 µM), for the others: at the top dose activity change, negative = inhibition, actives largely listed as inhibitors | 0.13% of 410,000 active;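 also: loss of luciferase light is scored as toxicity; potency is read from the fitted curve at half-maximal effect; % is scaled to controls: 0 for no effect and ±100 for the full control effect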
#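 Here, cytotoxicity is scored as loss of luminescence. The MLSMR collection was tested on cells seeded in medium containing 10% Nu serum, with a 24 hr compound exposure preceded by 12 hours of culture.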
# FUS yeast rescue: suppressors of FUS proteinopathy in yeast | 0.24% of 390,000 active | S. cerevisiae FUS-expressing, growth rescue, OD600, 24 h | Potency, µM (top dose mostly 76.6 µM), for the others: top-dose growth rescue (activation), actives largely listed as activators;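 also: potency is read from the fitted curve at half-maximal effect; plate controls were DMSO vehicle for no effect and reference control for full effect; nearly all actives have a fitted effect of over 55% in size; some results filed as inactive show a strong effect at the top dose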
#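 Restored growth of FUS-toxic S. cerevisiae, read as 600 nm absorbance after 24 h at 30C in galactose medium (starting OD 0.005). Controls CP55940 and DMSO.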
# Akt phos inh: blocks phosphorylation of Akt. Neuro2A IGF-stimulated pAkt S473 HTRF, 20 min; active compounds read low. activity change, % for hits at 50 µM. 0.32% of 360,000 active. AID 651550; in the data active = activity change below about -80%; inconclusive = mostly about -51% to -80%; also: % is scaled to controls: 0 for no effect and ±100 for the full control effect
#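 Single-point screen (50 µM final compound) in Neuro2A cells stimulated 20 min with 6 nM IGF at 37 deg C. After lysis, Ser473-phosphorylated Akt read by HTRF (ex 330 nm, em 615/665 nm) as the 665/615 ratio.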
# GLP-1R inv ag: acts as inverse agonist at human GLP-1 receptor; HEK293 GLP-1R CRE-luciferase, luminescence, 24 h; GLP-1R form is constitutively active; Potency, µM (top dose mostly 38.3 µM), inactives show at the highest dose activity change, negative = inhibition, actives largely listed as inhibitors; 1.6% of 410,000 active; also: potency is read from the fitted curve at half-maximal effect; % is scaled to controls: 0 for no effect and ±100 for the full control effect; nearly all actives have a fitted effect of over 55% in size
# Target sequence (P43220 whole entry, looked up): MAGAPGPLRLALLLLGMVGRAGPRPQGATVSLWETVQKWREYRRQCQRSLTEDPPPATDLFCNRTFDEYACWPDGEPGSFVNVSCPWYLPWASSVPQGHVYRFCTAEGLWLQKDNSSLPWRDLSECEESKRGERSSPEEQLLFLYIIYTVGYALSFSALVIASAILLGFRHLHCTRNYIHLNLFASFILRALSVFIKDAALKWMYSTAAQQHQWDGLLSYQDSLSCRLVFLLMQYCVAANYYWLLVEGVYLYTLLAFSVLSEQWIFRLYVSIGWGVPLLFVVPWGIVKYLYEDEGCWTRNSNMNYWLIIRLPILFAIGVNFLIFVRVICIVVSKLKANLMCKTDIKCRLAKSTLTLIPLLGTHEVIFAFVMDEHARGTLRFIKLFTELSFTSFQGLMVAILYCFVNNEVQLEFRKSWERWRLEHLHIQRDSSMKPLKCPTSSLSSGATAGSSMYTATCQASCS
#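 Assay principle: reduced luminescence from a cAMP-responsive reporter in HEK293 cells co-expressing a constitutively active GLP-1R. Conditions: 24 hr compound incubation, 37 deg C, 5% CO2.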
# PTHR1 ag: agonists of human PTHR1 parathyroid hormone receptor. HEK293 GP2 PTHR1 cells, GloSensor cAMP luminescence, 1 h. Q03431. AID 743266. Potency, µM (series often up to 115 µM), for the others: at the top dose activation, usual class: activators. 0.075% of 410,000 active; also: potency is read from the fitted curve at half-maximal effect; nearly all actives have a fitted effect of over 55% in size; some results filed as inactive show a strong effect at the top dose; inactives centre near -15; many of its hits are not listed in these tables
# Target sequence (Q03431 whole entry, looked up): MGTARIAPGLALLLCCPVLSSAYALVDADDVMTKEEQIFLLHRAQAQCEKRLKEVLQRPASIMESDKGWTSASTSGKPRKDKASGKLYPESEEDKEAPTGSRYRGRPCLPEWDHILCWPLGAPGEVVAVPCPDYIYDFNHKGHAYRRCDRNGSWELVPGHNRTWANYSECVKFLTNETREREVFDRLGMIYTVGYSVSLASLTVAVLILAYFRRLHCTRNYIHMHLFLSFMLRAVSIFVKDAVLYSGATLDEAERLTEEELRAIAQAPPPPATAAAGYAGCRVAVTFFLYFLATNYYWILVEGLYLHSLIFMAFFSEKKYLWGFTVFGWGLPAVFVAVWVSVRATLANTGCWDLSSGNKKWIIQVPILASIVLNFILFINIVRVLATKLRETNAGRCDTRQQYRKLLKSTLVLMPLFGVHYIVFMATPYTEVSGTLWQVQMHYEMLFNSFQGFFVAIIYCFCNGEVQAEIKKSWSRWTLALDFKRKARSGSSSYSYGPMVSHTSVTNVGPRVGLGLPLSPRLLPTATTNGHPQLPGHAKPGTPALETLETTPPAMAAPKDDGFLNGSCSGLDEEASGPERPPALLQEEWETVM
#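 HEK-293-derived GP2 cells expressing PTHR1 and a GloSensor cAMP reporter, 3,000/well, plated overnight, given luciferin plus IBMX (each 0.5 mM as added) for 1 h at 37 °C, then compound for 1 h at 37 °C. Luminescence was read after 15 min at room temperature.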
# * = called active by the depositor; i = inactive; ? = inconclusive; . = not tested or not shown; [ ] = dose if it differs, or a comment. Unless noted, calls follow the shape of the dose curve; as a rule, active = well fitted curve in the direction sought with a large enough effect; inconclusive = small, poorly fitted or top-dose-only effect, or another doubt; inactive = no such curve, though single readings can be large; an effect the other way counts as inactive or inconclusive. Some of the compounds tested; rates above refer to the full screens.
1: CCCN(CC(=O)Nc1ccccc1OC)C(=O)CCC(=O)c1ccc(Cl)s1
2: Cc1cccc(CN2CCC(Oc3ccc(C(=O)N4CCCC4)cc3)CC2)n1
3: O=C(Nn1cnc2ccccc2c1=O)c1ccc([N+](=O)[O-])cc1
4: NC(=O)C1CCN(CC(=O)Nc2ccc3c(c2)OCO3)CC1
5: CCC(=O)C1=C(c2ccc(F)cc2)N(C(=O)CC)n2c(nnc2-c2ccc(OC)cc2)S1
6: COc1ccc(CN2CCN(c3nc4ccccc4s3)CC2)cc1
7: CCCn1cc(S(=O)(=O)c2cccc(Cl)c2)c(=O)c2cc(F)c(N3CCN(CC)CC3)cc21
8: CC1(c2nnc(-c3cccc(Cl)c3)o2)CC(c2ccccc2)=NO1 (stereo unspecified)
9: Cc1ccc(C)c(OCC(O)CN2CCc3ccccc3C2)c1C (stereo unspecified)
10: Cc1onc(-c2c(F)cccc2Cl)c1C(=O)NC(=S)Nc1c(C)n(C)n(-c2ccccc2)c1=O

assay / compound	1	2	3	4	5	6	7	8	9	10
TDP-43 yeast inh	11%	14%	6%[9.22 µM]	?	29%	11%	15%	19%	-1%	-2%
Mm-Cpn inhibitor	-5%	1%	-1%	.	.	1%	.	.	0%	1%
Abeta yeast res	13%	2%	-6%	-4%	-9%	-8%	-12%	-22%	-1%	-7%
aSyn yeast inh	2%	1%	-8%	-9%	.	1%	.	19%	0%	0%
GLP1R cytotox	-17%	?	0%[7.66 µM]	0%	-3%	4%	6%	1%	-1%	0%
FUS yeast rescue	30%	.	11%	-6%	3%	-12%	5%	10%	0%	33%
Akt phos inh	i	i	i	i	.	i	.	i	i	i
GLP-1R inv ag	?	-18%	1%[7.66 µM]	2%	7%	5%	11%	1%	8.9µM*	1%
PTHR1 ag	-19%	-8%	i	i	2%	-24%	?	-29%	-27%	-56%[inhibitor]

11: Cc1cc(C)n(-c2nc3cc(Cl)c(Cl)cc3nc2Nc2ccc(F)cc2C)n1
12: CC1CCN(c2cc(C#N)c(C#N)cc2[N+](=O)[O-])CC1
13: CCC1(c2ccccc2)NC(=O)N(CC(=O)Nc2ccccc2C(=O)NC2CC2)C1=O (stereo unspecified)
14: COC(=O)c1ccc(/C=C/C(=O)c2ccc(OC)c(OC)c2)cc1
15: NC(=O)C1CCN(C(=O)c2ccc(NC(=O)c3nsc4ccccc34)cc2)CC1
16: C=CCNC(=S)Nc1cc(S(=O)(=O)N2CCOCC2)ccc1-n1cncn1
17: S=C(NCc1ccccn1)NN=Cc1ccccn1
18: CC(C)CC(=O)n1nc(-c2ccco2)nc1NCc1ccc(Cl)cc1
19: Cn1c(=O)c2c(ncn2CCOc2ccc(Br)cc2)n(C)c1=O
20: CCOC(=O)c1ccc2ncc(C(=O)OCC)c(Nc3ccc(N4CCOCC4)cc3)c2c1

assay / compound	11	12	13	14	15	16	17	18	19	20
TDP-43 yeast inh	-1%	5%	12%	?	2%	0%	?	13%	?	2%
Mm-Cpn inhibitor	.	.	-1%	-10%	.	0%	.	.	0%	1%
Abeta yeast res	-12%	5%	2%	-36%[inhibitor]	-10%	5%	?	-11%	-23%	4%
aSyn yeast inh	.	-15%	-1%	4%	.	-1%	11%	.	-2%	-2%
GLP1R cytotox	-2%	5%	7%	?	-3%	-6%	-8%	9%	-4%	-8%
FUS yeast rescue	-20%	13%	-4%	8%	5%	.	.	-7%	5%	6%
Akt phos inh	.	i	i	i	.	i	i	.	i	i
GLP-1R inv ag	-1%	-11%	11%	?	?	19%	?	7%	37%[activator]	46%[activator]
PTHR1 ag	1%	i	i	-77%[inhibitor][57.5 µM]	-37%	i	i	i	-17%	i

# 3 entries out of the list, arranged by molecular weight, low to high:
17: S=C(NCc1ccccn1)NN=Cc1ccccn1
19: Cn1c(=O)c2c(ncn2CCOc2ccc(Br)cc2)n(C)c1=O
15: NC(=O)C1CCN(C(=O)c2ccc(NC(=O)c3nsc4ccccc34)cc2)CC1

assay / compound	17	19	15
TDP-43 yeast inh	?	?	2%
Mm-Cpn inhibitor	.	0%	.
Abeta yeast res	?	-23%	-10%
aSyn yeast inh	11%	-2%	.
GLP1R cytotox	-8%	-4%	-3%
FUS yeast rescue	.	5%	5%
Akt phos inh	i	i	.
GLP-1R inv ag	?	37%[activator]	?
PTHR1 ag	i	-17%	-37%

# Further compounds.
21: CC(C)NS(=O)(=O)c1ccc(OCC(=O)Nc2ccc(F)cc2)cc1
22: COc1cccc2sc(NC(=O)c3ccc(S(=O)(=O)N4CCC(C)CC4)cc3)nc12
23: COc1ccc(-c2[nH]ncc2C2N=C(N)Nc3nc4ccccc4n32)cc1 (stereo unspecified)
24: Cc1ccc(CNC(=O)Nc2cc(C(=O)NCc3cccc(F)c3)ccc2N2CCCC2)cc1
25: COc1cc(Cl)c(C)cc1NC(=O)CN1C(=O)C2CC=CCC2C1=O (stereo unspecified)
26: O=C(/C=C/c1ccccc1)COC(=O)c1ccccc1
27: O=[N+]([O-])c1ccc(-c2cc(-c3ccncc3)nc3ccc4ccccc4c23)cc1
28: O=C1CC(N2CCN(c3ccccc3)CC2)C(=O)N1c1cccc(Br)c1 (stereo unspecified)
29: Cc1ccc2c(CNCc3cccs3)c(C(=O)O)n(Cc3ccc(F)cc3)c2c1
30: COc1ccc(NS(=O)(=O)/C=C/c2ccc(OC)c(OC)c2)cc1

assay / compound	21	22	23	24	25	26	27	28	29	30
TDP-43 yeast inh	-17%	18%	-4%[9.22 µM]	1%	2%	-14%	-23%	29%	9%	-1%
Mm-Cpn inhibitor	3%	.	1%	.	-8%	.	2%	4%	.	1%
Abeta yeast res	1%	-7%	-3%	-8%	10%	-10%	-15%	21%	-7%	-8%
aSyn yeast inh	1%	1%	-1%	.	-1%[1.84 µM]	-5%	0%	18%	.	8%
GLP1R cytotox	-1%	-15%	9%	-4%	4%	-2%	21%	-1%	?	-6%
FUS yeast rescue	-9%	39%	17%	5%	15%	-4%	-7%	5%	?	-1%
Akt phos inh	i	.	i	.	i	i	i	i	.	i
GLP-1R inv ag	-14%	?	1%	-28%	?	-40%	5%	9%	?	11%
PTHR1 ag	-9%	-34%[inhibitor]	0%	-52%[inhibitor]	4%	-41%[inhibitor]	8%[57.5 µM]	i	-43%	i

# Entries listed so far that have bromine:
19: Cn1c(=O)c2c(ncn2CCOc2ccc(Br)cc2)n(C)c1=O
28: O=C1CC(N2CCN(c3ccccc3)CC2)C(=O)N1c1cccc(Br)c1 (stereo unspecified)

assay / compound	19	28
TDP-43 yeast inh	?	29%
Mm-Cpn inhibitor	0%	4%
Abeta yeast res	-23%	21%
aSyn yeast inh	-2%	18%
GLP1R cytotox	-4%	-1%
FUS yeast rescue	5%	5%
Akt phos inh	i	i
GLP-1R inv ag	37%[activator]	9%
PTHR1 ag	-17%	i

# Next entries
31: O=C1CCCN1CC(=O)N1CCCC(N2CCN(c3cccc(Cl)c3)CC2)C1 (stereo unspecified)
32: CN(C)CCCN=c1cc(-c2ccccc2)oc2ccc(Cl)cc12
33: CCN(CC)c1ccc(/C=N/NC(=O)c2c(-c3ccccc3)noc2C)cc1
34: O=C(Cn1cnc([N+](=O)[O-])n1)N/N=C/c1cccc(Cl)c1
35: Nc1nnnn1/N=C/c1ccc(F)cc1
36: COc1ccc2nc3ccccc3nc2c1NC(=O)c1ccc(Cl)cc1Cl
37: CCOC(=O)c1cc(NC(=O)NCc2ccco2)c(C)nc1C
38: COc1ccc(-n2cnnc2SCC(=O)NC2CCCCC2)cc1
39: Cc1ccc(N2C(=O)NC(NC(=O)C(C)(C)C)(C(F)(F)F)C2=O)cc1 (stereo unspecified)
40: CC(C)[C@@H](N)C(=O)NC[C@H]1O[C@@H](n2cnc3c(=O)[nH]c(N)nc32)[C@H](O)[C@@H]1O

assay / compound	31	32	33	34	35	36	37	38	39	40
TDP-43 yeast inh	-2%	24%	8%	-4%	4%	9%	3%	9%	-18%	-7%
Mm-Cpn inhibitor	4%	0%	0%	0%	3%	-3%	-7%	0%	1%	.
Abeta yeast res	0%	-18%	13%	-5%	-7%	-10%	-2%	4%	7%	-17%
aSyn yeast inh	-3%	2%	-1%	3%	1%	-5%	-9%	-5%	-10%	-8%
GLP1R cytotox	26%	-25%	4%	7%	-7%	-24%	-9%	7%	23%	-5%
FUS yeast rescue	.	-26%	28%	-22%	-16%	.	-6%	.	1%	10%
Akt phos inh	i	i	i	i	i	i	i	i	i	i
GLP-1R inv ag	2%	?	?	5%	-4%	?	5%	3%	2%	18%
PTHR1 ag	-10%	-14%	i	i	i	-8%	-8%[57.5 µM]	-12%	i	10%

41: CCN1C(=O)[C@H]2[C@H]3CN=C(SCc4ccc(C(=O)OC)cc4)N3[C@@](C)(C(=O)OC)[C@H]2C1=O
42: Brc1ccc(-c2cn3c(n2)SCC3)cc1
43: C=CCOC(=O)C(=O)/C=C/c1coc2ccccc2c1=O
44: COc1cc2c(cc1OC)CN(C(=O)CCN1C(=O)C3CCCCC3C1=O)CC2 (stereo unspecified)

assay / compound	41	42	43	44
TDP-43 yeast inh	10%	-2%	-92%[inhibitor]	-11%
Mm-Cpn inhibitor	-2%	1%	.	1%
Abeta yeast res	-12%	-3%	-84%[inhibitor]	-10%
aSyn yeast inh	-1%	2%	-13%	-2%
GLP1R cytotox	-3%	-12%	28%	2%
FUS yeast rescue	-22%	8%	16%	9%
Akt phos inh	i	i	i	i
GLP-1R inv ag	5%	?	6%	3%
PTHR1 ag	-4%	-28%	i	i

# Assay outcomes: PubChem, National Center for Advancing Translational Sciences (NCATS)
